MBNL1 CUG block – MBNL1-poly(CUG) RNA binding inhibition. TR-FRET MBNL1-His/biotin-(CUG)12 binding, 665/545 ratio. AID 2675. actives 0.036% (n = 280,000). Q9NR56. Potency, µM (series often up to 57.5 µM), without a hit: at the highest dose activity change, negative = inhibition, hits mostly inhibitors; active means well fitted inhibition curve with a large enough effect in the signal ratio, with a control signal flat, not every such curve was filed as active; inconclusive means small, poorly fitted or top-dose-only effect, or effect the other way, or a change in a side signal; inactive means no such curve, though single readings can be large or run the other way; the % refers to the signal ratio; further: potency means the concentration at half of the fitted maximal effect; on the % scale 0 is the no-effect control and ±100 the full control effect
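MBNL1-His + Biotin-(CUG)12, cpd titration 92 nM–58 uM; Tb anti-His Ab 0.055 ng/ul, SA-XL665 5 nM (final); 60 min RT; ratiometric 665/545 nm, Ex 340 nm; normalized to buffer and full-complex controls.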
ASM inhibitor – blocks human secretory acid sphingomyelinase | Potency, µM (series often up to 57.5 µM), inactives show at the highest dose activity change, negative = inhibition, most hits filed as inhibitors | actives 0.006% (n = 340,000) | AID 504937 | placental ASM, HMU-PC fluorogenic substrate, 60 min | P17405; further: potency means the concentration at half of the fitted maximal effect
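Steps: dispense placental human ASM, pin compound, wait 10 min at room temperature, add HMU-PC0 substrate at 9 uM final, incubate 60 min at 37 °C, add stop solution raising pH to 10, read fluorescence.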
A-T KAP1 phos – potential ataxia-telangiectasia treatments restoring KAP-1 phosphorylation | […] A-T fibroblasts, KAP-1 phosphorylation AlphaLISA; neocarzinostatin DNA damage 30 min before lysis | Potency, µM (titrated, usually from 57.5 µM), for inactives: top-dose activation, actives largely listed as activators | actives 0.19% (n = 320,000) | AID 485349; further: potency means the concentration at half of the fitted maximal effect; % of control where 0% means no effect; nearly all actives have a fitted effect of over 45% in size
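ATM-like activity read as KAP-1 phosphorylation via AlphaLISA donor/acceptor antibody pairs after lysis and 6 hr at 25C. Cells were ATM-null patient fibroblasts ([…], hTERT), dosed 60 min, then exposed to the DSB inducer NCS for 30 min.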
TRPV1 agonist – activates the human vanilloid receptor TRPV1; TRPV1-expressing cells, Fluo-8 calcium influx, agonist mode; activation, % at 8.33 µM; actives 0.19% (n = 320,000); AID 540275; in the data active means activation above about 80%; inconclusive means between about 30% and that limit; further: 0% is about no effect
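TRPV1-expressing cells were cultured overnight at 35.5C and loaded with Fluo-8 calcium dye for 40 to 90 min at room temperature. After a 10 s baseline, compound was added and calcium influx was read kinetically for 3 min (ex 480/em 520 nm).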
MLL CXXC-DNA inh – blocks binding of human MLL CXXC domain to DNA. Potency, µM (titrated, usually from 115 µM), inactives show at the highest dose activity change, negative = inhibition, actives largely listed as inhibitors. actives 0.037% (n = 290,000). MLL-CXXC / FITC-HOXA9 DNA fluorescence polarization; active means well fitted inhibition curve with a large enough effect in the polarisation, with a control signal flat, not every such curve was filed as active; inconclusive means small, poorly fitted or top-dose-only effect, or effect the other way, or a change in a side signal; inactive means no such curve, though single readings can be large or run the other way; the % refers to the polarisation; further: potency means the concentration at half of the fitted maximal effect
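Fluorescence polarization: 7 uM MLL-CXXC (stock) preincubated 5 min with compounds, then 50 nM fluorescein-HOX-A9 DNA (stock) added; 30 min ambient. Buffer 50 mM Tris-HCl pH 7.5, 50 mM NaCl, 1 mM DTT, 0.05% BSA.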
a7 integrin act – activators of alpha7 integrin expression for muscular dystrophy; AID 624291; Potency, µM (doses to about 38.3 µM), inactives show at the highest dose activation, usual class: activators; actives 0.064% (n = 350,000); alpha7betagal myoblasts, beta-gal FDG fluorescence, 48 h;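 further: potency means the concentration at half of the fitted maximal effect; 100% = response of the positive control SU9516; nearly all actives have a fitted effect of over 60% in size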
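Alpha7betagal+/- myoblasts (passage 13) were plated 16-24 hr, then exposed to compounds (1:260 dilution of DMSO stock) for 48 hours at 37C. After MPER lysis, β-galactosidase reporter activity was read as FDG fluorescence (ex 480/em 540) after 30 minutes.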
Coupling enz – coupling enzyme interference in Giardia aldolase counter-screen; actives 0.67% (n = 290,000); coupling enzyme system counterscreen, AmpLite Red fluorescence; activity change, negative = inhibition, % at 58.2 µM, hits read low; AID 2472; in the data active means activity change below about -30%; further: on the % scale 0 is the no-effect control and ±100 the full control effect
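Coupling enzymes only (glyceraldehyde-3-phosphate) + compound, at 57.5 uM final, 10 min RT; add substrate/coupling/AmpLite Red mix, 20 min RT; fluorescence ex 525/em 598 nm. Actives flag coupling-system interference.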
GALK inhibitor – blocks human galactokinase activity | Purified GALK, Kinase-Glo residual ATP luminescence | Potency, µM (top dose mostly 57.5 µM), without a hit: top-dose activity change, negative = inhibition, most hits filed as inhibitors | actives 0.007% (n = 270,000) | AID 1868; further: potency means the concentration at half of the fitted maximal effect; on the % scale 0 is the no-effect control and ±100 the full control effect
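5 nM enzyme, 35 uM ATP, 100 uM galactose, 20 mM HEPES pH8.0, 5 mM MgCl2; 1 h RT; residual ATP by Kinase-Glo Plus luminescence, qHTS format.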
KCNH2 3.1 inh – blocks the human KCNH2 3.1 channel isoform; U2OS KCNH2 3.1, thallium flux FluxOr; hits give low values; activity change, % (tested at about 1.8 µM); actives 0.95% (n = 340,000);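 active means maximum activity change below -70%; inconclusive means maximum activity change from -70% to -50%; inactive means maximum activity change above -50%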;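 further: thallium influx rate constant from kinetic fluorescence after stimulation buffer; on the % scale 0 is the no-effect control and ±100 the full control effect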
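Thallium flux read-out: FluxOr dye with Red40 quencher in HBSS/HEPES, 45 min at RT. Rate constants from kinetic reads were normalized to positive and negative DMSO controls. Cells: U2OS virally expressing the 3.1 isoform.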
hERG WT inh – blocks the wildtype human KCNH2 potassium channel. Q12809. U2OS, BacMam KCNH2, thallium flux FluxOr; hits give low values. activity change, % at 1.84 µM. actives 0.37% (n = 340,000). AID 720551;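 active means maximum activity change below -70%; inconclusive means maximum activity change between -70% and -50%; inactive means maximum activity change above -50%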; further: on the % scale 0 is the no-effect control and ±100 the full control effect
Target sequence (Q12809 whole entry, looked up): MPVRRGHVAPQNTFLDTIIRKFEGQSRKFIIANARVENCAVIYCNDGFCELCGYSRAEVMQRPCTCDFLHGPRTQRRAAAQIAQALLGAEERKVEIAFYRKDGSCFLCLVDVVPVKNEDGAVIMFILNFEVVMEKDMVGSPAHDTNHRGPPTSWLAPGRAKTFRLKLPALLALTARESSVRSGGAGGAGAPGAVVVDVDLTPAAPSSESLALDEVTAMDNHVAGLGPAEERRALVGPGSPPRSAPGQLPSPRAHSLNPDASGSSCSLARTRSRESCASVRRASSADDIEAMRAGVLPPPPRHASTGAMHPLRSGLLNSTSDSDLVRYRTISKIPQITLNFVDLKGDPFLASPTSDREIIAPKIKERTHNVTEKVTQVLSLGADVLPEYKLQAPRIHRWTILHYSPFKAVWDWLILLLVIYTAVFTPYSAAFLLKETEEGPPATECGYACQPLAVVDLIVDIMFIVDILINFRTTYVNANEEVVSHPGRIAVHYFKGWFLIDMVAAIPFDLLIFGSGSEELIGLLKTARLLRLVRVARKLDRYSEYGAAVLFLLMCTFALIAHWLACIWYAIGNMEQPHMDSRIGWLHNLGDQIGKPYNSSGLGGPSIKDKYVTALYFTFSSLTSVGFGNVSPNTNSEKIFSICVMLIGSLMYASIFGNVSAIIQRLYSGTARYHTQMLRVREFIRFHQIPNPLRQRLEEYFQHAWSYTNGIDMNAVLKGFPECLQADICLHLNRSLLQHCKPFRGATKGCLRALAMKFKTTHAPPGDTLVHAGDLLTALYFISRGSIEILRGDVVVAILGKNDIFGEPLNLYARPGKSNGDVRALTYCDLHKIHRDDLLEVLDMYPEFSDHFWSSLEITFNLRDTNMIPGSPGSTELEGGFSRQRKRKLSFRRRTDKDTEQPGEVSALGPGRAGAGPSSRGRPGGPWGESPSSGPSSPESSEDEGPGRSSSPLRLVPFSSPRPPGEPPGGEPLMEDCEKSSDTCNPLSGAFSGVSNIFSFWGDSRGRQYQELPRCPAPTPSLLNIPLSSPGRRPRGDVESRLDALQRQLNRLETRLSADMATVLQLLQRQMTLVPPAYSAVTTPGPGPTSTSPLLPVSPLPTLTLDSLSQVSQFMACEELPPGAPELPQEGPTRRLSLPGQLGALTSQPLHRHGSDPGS
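U2OS cells transduced with wild-type KCNH2 virus are loaded with FluxOr dye for 45 min, and thallium flux is measured in kinetic reads before and after stimulation buffer. Rate constants are normalized to DMSO controls.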
Active calls of the source: *; u = inconclusive; x = not tested or not shown; [ ] = another dose, or the depositor's remark. Unless noted, the call rests on the fitted dose curve; in most records, active means well fitted curve in the direction sought with a large enough effect; inconclusive means small, poorly fitted or top-dose-only effect, or another doubt; inactive means no such curve, though single readings can be large; an effect the other way counts as inactive or inconclusive.

Values run as follows: MBNL1 CUG block | Coupling enz | MLL CXXC-DNA inh | GALK inhibitor | ASM inhibitor | a7 integrin act | KCNH2 3.1 inh | TRPV1 agonist | hERG WT inh | A-T KAP1 phos
O=C(NCc1ccc(F)cc1)C1CCC(CNc2c(N3CCCCC3)c(=O)c2=O)CC1 (configuration not stated)
    -10% | 3 | 7% | 3% | 3% | 38% | -26 | 1 | -1 | 6%
O=C(CSc1nnc(-c2cccnc2)n1Cc1ccco1)NCc1ccc2c(c1)OCO2
    -7% | 0 | 0% | 0% | 2% | 7% | 1 | -1 | 7 | -7%
COc1ccc(CNn2cnnc2)c(O)c1
    -5% | 1 | 0% | 5% | 2% | -18% | -3 | 2 | -1 | 11%
CCC1(CC)Cc2ccccc2-c2nc(NN)[nH]c(=O)c21
    x | -3 | -6% | -3% | 85%[activator] | 7% | -4 | x | -5 | 4%
COc1ccc2[nH]c(=O)c(CN(Cc3cccs3)Cc3nnnn3C(C)(C)C)cc2c1
    0% | -6 | 13% | -1% | 28% | 29% | -1 | 20 | 21 | 2%
C#CCNC(=O)C1=C[C@@H](c2ccc(C(F)(F)F)cc2)C[C@@H](OCCCCO)O1
    8% | -3 | 6% | -2% | 7% | 8% | -16 | 9 | 3 | 3%
O=C(Nc1ccc(F)c(Cl)c1)C1CC2CCC1C2 (configuration not stated)
    x | x | x | x | -5% | 13% | -40 | x | -6 | x
CN1CC=C2C(C#N)=C(N)C(C#N)(C#N)[C@H](c3ccoc3)[C@H]2C1
    u | -31* | -10% | -2% | x | 7% | -2 | -2 | 11 | x
O=C(OCC#CCSc1nnc(-c2cccc3ccccc23)o1)c1cccs1
    -1% | 0 | 2% | -3% | -4% | -38%[inhibitor] | -19 | 9 | -12 | 7%
COc1ccccc1NC(=O)CCC(=O)Nc1ccccc1OC
    23% | 3 | 5% | 1% | 1% | 22% | 7 | 2 | 1 | 3%
Cc1nc(C(=O)NCC(=O)c2ccc(Cl)cc2)c(C(F)(F)F)o1
    -3% | 3 | 14% | 1% | -2% | -12% | 13 | -1 | -6 | 1%
CCOC(=O)c1[nH]ncc1CN1CCCC(C(=O)c2cc(Cl)ccc2OC)C1 (configuration not stated)
    -5% | 1 | -5% | 0% | 0% | -20% | -27 | -9 | 20 | 1%
Cc1snnc1C(=O)NC(=S)Nc1ccccc1
    -1% | 0 | -6% | 10% | 2% | u | 9 | -1 | -7 | -4%
COC(=O)c1ccc(CSc2nc3cc(Cl)ccc3o2)cc1
    1% | 3 | 17% | 0% | 0% | 4% | 8 | 0 | 0 | 11%
CC(C)COc1nc2ccccc2nc1N1CCN(C)CC1
    -9% | -1 | 2% | x | 0% | -34% | -3 | 17 | 16 | -10%
CC1(C)CC(=O)C=C(NCCN2CCN(C(=S)Nc3ccc(F)cc3)CC2)C1
    -6% | 7 | -5% | 2% | 2% | -23% | 14 | 4 | 3 | 13%
CCOC(=O)c1sc2nc3c(cc2c1N)C(=O)CC(C)(C)C3
    11%[11.5 µM] | -1 | -2% | x | 1% | 15% | 13 | 11 | 25 | -1%
CCOC(=O)C1(C(F)(F)F)N=C(C(F)(F)F)Nc2ccccc21 (configuration not stated)
    -3% | -2 | 27% | 0% | 0% | 6% | 2 | -1 | -2 | -8%
CC(C)(C)NC(=O)C(c1ccncc1)N(C(=O)Cn1nnc(-c2ccc(F)cc2)n1)c1ccccc1F (configuration not stated)
    -12% | -6 | 21% | 1% | 2% | 0% | 12 | 1 | -8 | 0%
COC(=O)CCN(C(=O)c1cccc(OC(C)=O)c1)c1ccccn1
    -1% | 2 | 4% | 0% | -2% | 11% | -6 | -3 | 6 | -1%

Some of the entries so far, as a markdown table:
| mol | MBNL1 CUG block | Coupling enz | MLL CXXC-DNA inh | GALK inhibitor | ASM inhibitor | a7 integrin act | KCNH2 3.1 inh | TRPV1 agonist | hERG WT inh | A-T KAP1 phos |
| --- | --- | --- | --- | --- | --- | --- | --- | --- | --- | --- |
| COc1ccc2[nH]c(=O)c(CN(Cc3cccs3)Cc3nnnn3C(C)(C)C)cc2c1 | 0% | -6 | 13% | -1% | 28% | 29% | -1 | 20 | 21 | 2% |
| C#CCNC(=O)C1=C[C@@H](c2ccc(C(F)(F)F)cc2)C[C@@H](OCCCCO)O1 | 8% | -3 | 6% | -2% | 7% | 8% | -16 | 9 | 3 | 3% |

(listing goes on)
Values run as follows: MBNL1 CUG block | Coupling enz | MLL CXXC-DNA inh | GALK inhibitor | ASM inhibitor | a7 integrin act | KCNH2 3.1 inh | TRPV1 agonist | hERG WT inh | A-T KAP1 phos
COc1ccc(C2c3c(ccc4ccccc34)Oc3ncn4nc(-c5ccco5)nc4c32)cc1 (configuration not stated)
    u | 1 | 11% | 0% | -2% | -9% | -4 | -2 | 3 | 0%
COCCCn1c(SCC(=O)O)nc2cc(OC)c(OC)cc2c1=N
    1% | -4 | 19% | -2% | 4% | u | -6 | -2 | -17 | 1%
COc1ccc(N2CCN(C(=O)CSc3nnc4c(C)cc5c(C)cc(C)cc5n34)CC2)cc1
    -1% | -1 | -4% | 1% | -28% | -55%[inhibitor] | 3 | -1 | -10 | 2%
CCC(=O)OCc1c(C(F)(F)F)nn(C)c1Oc1cccc(C(F)(F)F)c1
    -2% | -4 | 2% | 3% | -4% | -12% | 4 | 0 | 0 | 5%
Cc1cc(C)n(C/C=C/Cn2nc(C)cc2C)n1
    -5% | 2 | 4% | 0% | 2% | 18% | 11 | 3 | 13 | 0%
O=C1CCCN1CCCNS(=O)(=O)c1ccc(Br)s1
    -3% | 3 | -7% | 7% | 0% | 18% | 11 | 3 | -4 | 2%
CCCCCCCC(=O)NNC(=O)CC(=O)Nc1ccccc1C(=O)O
    -22% | 2 | 10% | 1% | -10% | 6% | -9 | 6 | -13 | -3%
O=C(NCc1ccccc1)c1nc[nH]c1C(=O)N1CCN(c2ccccc2)CC1
    x | x | x | x | 0% | -29% | x | -1 | x | -3%
Cc1ccc(-c2c(C(=O)N/N=C/c3ccncc3)nnn2-c2nonc2N)cc1
    7% | 2 | 10% | 12% | 3% | -3% | -3 | u | 9 | 8%
CC(=O)N1CCN(c2ccc([N+](=O)[O-])c(NCC3CCCO3)c2)CC1 (configuration not stated)
    u | 1 | -1% | -1% | u | -13% | 1 | -1 | 6 | 3%
O=C(CN1CCN(CCOCCO)CC1)N1c2ccccc2Sc2ccc(Cl)cc21
    -5% | 0 | -5% | 1% | -6% | 3% | -6 | 1 | 12 | 8%
CCc1c(C)nc(Nc2nc(C)c3cc(OC)ccc3n2)[nH]c1=O
    7% | 0 | 10% | 1% | -4% | -8% | -10 | 11 | 12 | -3%
O=C(c1cccc(-n2cccc2)c1)N1CCN(S(=O)(=O)c2ccccc2)CC1
    x | x | x | x | -3% | 1% | 10 | 0 | 14 | -2%
N#Cc1ccc(OCC(=O)Nc2ccc(S(=O)(=O)N3CCOCC3)cc2)cc1
    x | x | x | x | 3% | x | 0 | x | 4 | 0%
CCOC(=O)c1ccc(NC(=S)N(CCCN2CCCCC2)Cc2ccco2)cc1
    x | 0 | 14% | 2% | -1% | u | -44 | -1 | 19 | 1%
Cc1ccc(NC(=O)CCC(=O)N2CCOc3ccccc32)c(Cl)c1
    2% | -2 | x | x | -2% | 14% | 33 | 2 | -7 | 11%
CCOC(=O)c1c(C)nc2c(c1-c1cc(OC)ccc1OC)C(=O)CC(C)(C)C2
    -4% | 2 | -2% | 5% | 0% | 6% | 3 | 1 | -5 | -23%
CCCCn1c(N)c(N(CCC(C)C)C(=O)COC(=O)c2cccnc2SC)c(=O)[nH]c1=O
    x | x | x | x | 3% | 23% | -5 | 1 | -6 | -4%
O=C(O)CC(CC(=O)NCC(O)c1ccccc1)c1ccccc1 (configuration not stated)
    4% | 1 | -3% | -1% | -1% | -5% | 2 | -5 | -15 | -5%
COC(=O)C(CC(C(=O)OC)C(=O)OC)C(=O)OC
    2% | 1 | 9% | -1% | 0% | -7% | 13 | -1 | -10 | -6%
O=C(NCCCn1ccnc1)C(=O)NCC(c1ccco1)N1CCN(c2ccc(F)cc2)CC1 (configuration not stated)
    3% | 0 | -3% | -2% | 0% | -27% | -2 | 3 | 10 | 5%
CC(=O)Nc1nc(C(=O)O)cs1
    2% | 2 | -17% | 10% | -1% | u | -4 | 0 | -4 | 1%
O=C1[C@H]2[C@@H](c3ccc(F)cc3)N3C(=O)N(c4cccc(F)c4)C(=O)[C@@]3(Cc3ccc(Cl)cc3)[C@H]2C(=O)N1C1CCCCC1
    x | x | x | x | 0% | 34% | x | 1 | x | 0%
COc1ccc(C(CC(=O)O)NC(=O)c2ccccc2)cc1OC (configuration not stated)
    -9% | 3 | 2% | 0% | 1% | 4% | x | -3 | 10 | -1%
O=C(CN1C(=O)c2ccccc2C1=O)Nc1cc([N+](=O)[O-])ccc1O
    u | 1 | -1% | 9% | -5% | 3% | -1 | -1 | -11 | 1%

Screening data from PubChem BioAssay.
